IDH1 R132H inh: inhibitors of human mutant IDH1 R132H; O75874; IDH1-R132H enzyme, NADPH consumption, diaphorase/resazurin fluorescence; Potency, µM (highest dose often 76.6 µM), for inactives: at the highest dose activity change, negative = inhibition, usual class: inhibitors; actives 0.093% (n = 390,000); also: potency is read from the fitted curve at half-maximal effect; % is scaled to controls: 0 for no effect and ±100 for the full control effect; nearly all actives have a fitted effect of over 65% in size
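IDH1-R132H (0.5 ug/mL) preincubated 30 min with compound, then NADPH (0.016 mM) and alpha-KG (2 mM) added; 80 min at RT, pH 7.5. Remaining NADPH coupled via diaphorase/resazurin to fluorescence (540/590 nm); concentration-response curves normalized to no-enzyme control.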
D2 antagonist: antagonizes the human D2 dopamine receptor | inhibition, % at 10 µM | HEK293 TREx D2 cells, calcium flux, dopamine EC80 | actives 2% (n = 340,000) | P14416; in the data active = inhibition above about 30%; also: 0% is about no effect
Target sequence (P14416 whole entry, looked up): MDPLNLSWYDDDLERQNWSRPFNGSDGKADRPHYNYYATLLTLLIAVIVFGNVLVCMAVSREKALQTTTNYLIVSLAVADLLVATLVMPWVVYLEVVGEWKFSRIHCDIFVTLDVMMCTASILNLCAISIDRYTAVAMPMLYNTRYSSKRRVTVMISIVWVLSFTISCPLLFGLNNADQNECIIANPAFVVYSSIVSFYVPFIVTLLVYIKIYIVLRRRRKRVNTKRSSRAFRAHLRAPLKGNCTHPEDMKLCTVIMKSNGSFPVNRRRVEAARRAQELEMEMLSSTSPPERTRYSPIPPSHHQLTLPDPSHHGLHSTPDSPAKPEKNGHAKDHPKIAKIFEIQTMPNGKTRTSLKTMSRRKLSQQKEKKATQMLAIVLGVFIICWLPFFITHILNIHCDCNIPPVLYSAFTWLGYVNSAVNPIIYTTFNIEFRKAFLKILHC
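Overnight-induced (tetracycline, 30 C) HEK293 T-REx cells carrying force-coupled D2 receive a no-wash calcium dye, then compound, then EC80 dopamine at 180 s; signals are read kinetically throughout.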
USP1-UAF1 inh: inhibitors of human USP1/UAF1 deubiquitinase. O94782. recombinant USP1/UAF1, Ub-Rhodamine cleavage fluorescence. Potency, µM (titrated, usually from 57.1 µM), inactives show at the top dose activity change, negative = inhibition, actives largely listed as inhibitors. actives 0.23% (n = 390,000); also: potency is read from the fitted curve at half-maximal effect; % is scaled to controls: 0 for no effect and ±100 for the full control effect; nearly all actives have a fitted effect of over 60% in size; inactives centre near -12
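In this screen, compounds sit with the deubiquitinase complex (1nM) for 15 min at room temperature before Ub-Rho is added at 150nM final. Fluorescence rise is then followed for 6 reads every 60 seconds.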
TRHR enhancer: allosteric enhancers of human TRH receptor; enhancement, % at 2 µM; actives 0.66% (n = 360,000); P34981; TRHR cells, fluo-8 calcium fluorescence, EC20 TRH enhancement; in the data active = enhancement above about 30%; also: 0% is about no effect
Target sequence (P34981 whole entry, looked up): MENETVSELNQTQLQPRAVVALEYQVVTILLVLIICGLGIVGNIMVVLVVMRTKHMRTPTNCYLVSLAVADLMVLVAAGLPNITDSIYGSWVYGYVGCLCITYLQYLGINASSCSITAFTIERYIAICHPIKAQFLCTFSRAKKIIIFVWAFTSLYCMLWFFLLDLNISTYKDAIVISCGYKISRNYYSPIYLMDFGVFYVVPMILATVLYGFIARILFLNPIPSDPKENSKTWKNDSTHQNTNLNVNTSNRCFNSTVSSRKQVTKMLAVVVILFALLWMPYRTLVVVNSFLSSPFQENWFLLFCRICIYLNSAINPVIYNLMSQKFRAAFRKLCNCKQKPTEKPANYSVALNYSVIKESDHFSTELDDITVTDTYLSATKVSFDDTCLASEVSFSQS
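TRHR-expressing cells loaded with fluo-8 calcium dye were read kinetically (ex 480/em 530) during compound addition, then stimulated with an EC20 of TRH (10 nM final). Enhancement of the Gq-mediated intracellular calcium response was scored.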
D2 agonist: D2 dopamine receptor (human) agonism; actives 0.53% (n = 340,000); activation, % at 2 µM; HEK293 T-REx D2 cells, calcium flux agonist mode;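 active = activation over 3 SD above normal in the single-dose calcium agonist read, cut at about 30% in these data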; also: 0% is about no effect
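Tetracycline-induced HEK293 Trex cells with D2 receptor force-coupled to calcium signaling, plated overnight at 30 C and loaded with no-wash calcium dye. Calcium flux read kinetically for 180 s after compound addition; responses flag agonists.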
TrxR1 substrate: is turned over as a substrate by rat TrxR1; purified TrxR1 substrate turnover, NADPH consumption readout; O89049; actives 0.01% (n = 390,000); Potency, µM (doses to about 114 µM), without a hit: at the top dose activity change, negative = substrate turnover; also: potency is read from the fitted curve at half-maximal effect; % is scaled to controls: 0 for no effect and ±100 for the full control effect; nearly all actives have a fitted effect of over 50% in size
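Rat TrxR1, dispensed at 90 nM, was prereduced with 400 uM NADPH (final) for 5 min at ~22 deg C, then incubated with compound 15 min before 400 uM selenite. A first-read NADPH fluorescence drop versus no-compound background flagged substrates.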
TRHR ag: activates the human TRH receptor | P34981 | TRHR cells, calcium flux fluo-8, FDSS agonist mode | activation, % at 2 µM | actives 0.18% (n = 360,000); in the data active = activation above about 30%; also: 0% is about no effect
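In this calcium-flux screen, cells bearing human TRHR are dye-loaded with fluo-8, baselined for 10 cycles, then exposed to library compounds; positive kinetic calcium responses during the agonist phase mark hits, with TRH as control.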
rTrxR1 inhibitor: rat TrxR1 inhibition; O89049; recombinant rTrxR1, NADPH fluorescence consumption, selenite substrate; Potency, µM (top dose mostly 114 µM), for the others: at the top dose activity change, negative = inhibition, most hits filed as inhibitors; actives 1% (n = 390,000); also: potency is read from the fitted curve at half-maximal effect; % is scaled to controls: 0 for no effect and ±100 for the full control effect; nearly all actives have a fitted effect of over 65% in size
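Rat TrxR1 (90 nM in the dispensed reagent) was pre-reduced with 400 uM NADPH for 5 min at room temperature, then incubated with compound for 15 min. After 400 uM selenite was added, NADPH fluorescence (Ex 340/Em 450 nm) was followed for 8 min.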
Pin1 inh: human Pin1 inhibition; Pin1 FP peptide displacement, HiFluor488, 10 min; Potency, µM (highest dose often 115 µM), inactives show at the top dose activity, negative = inhibition, usual class: inhibitors; actives 0.009% (n = 390,000); AID 504891; active = well fitted inhibition curve with a large enough effect in the polarisation, with a control signal flat, not every such curve was filed as active; inconclusive = small, poorly fitted or top-dose-only effect, or effect the other way, or a change in a side signal; inactive = no such curve, though single readings can be large or run the other way; the % refers to the polarisation; also: potency is read from the fitted curve at half-maximal effect; % is scaled to controls: 0 for no effect and ±100 for the full control effect
Target sequence (Q13526 whole entry, looked up): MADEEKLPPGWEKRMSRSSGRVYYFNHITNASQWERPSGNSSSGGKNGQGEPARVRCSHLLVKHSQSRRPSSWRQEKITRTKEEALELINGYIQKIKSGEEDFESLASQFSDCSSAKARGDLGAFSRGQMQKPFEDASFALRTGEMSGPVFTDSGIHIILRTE
* marks the source's active call; other numbers are inactive results; ? = inconclusive; / = no result given; [ ] = dose if it differs, or a comment. Unless noted, calls follow the shape of the dose curve; as a rule, active = well fitted inhibition curve with a large enough effect; inconclusive = small, poorly fitted or top-dose-only effect; inactive = no such curve, though single readings can be large or run the other way. The list is partial; the hit share may differ from the screen's.

The first three entries (preview)
The line under a structure holds: TRHR ag	rTrxR1 inhibitor	TRHR enhancer	D2 antagonist	TrxR1 substrate	IDH1 R132H inh	Pin1 inh	D2 agonist	USP1-UAF1 inh
CCOc1ccc(N(C)C(=O)c2oc(=O)c3ccccc3c2-c2ccccc2)cc1
 : 0.2	30%	2	/	3%	2%	4%	0.1	-23%
COc1cc(C(=O)NCc2ccc3c(c2)cc(C)n3C)cc(OC)c1OC
 : -0.4	-26%	-3	3	-11%	6%	?	-0.7	-23%
Cc1cc(=O)[nH]c(SCC(=O)N(CCC#N)c2ccccc2)c1C#N
 : 1.7	3%	-4	-1	-6%	13%	2%	0.0	-11%

Results (from the top)
The line under a structure holds: TRHR ag	rTrxR1 inhibitor	TRHR enhancer	D2 antagonist	TrxR1 substrate	IDH1 R132H inh	Pin1 inh	D2 agonist	USP1-UAF1 inh
CCOc1ccc(N(C)C(=O)c2oc(=O)c3ccccc3c2-c2ccccc2)cc1
 : 0.2	30%	2	/	3%	2%	4%	0.1	-23%
COc1cc(C(=O)NCc2ccc3c(c2)cc(C)n3C)cc(OC)c1OC
 : -0.4	-26%	-3	3	-11%	6%	?	-0.7	-23%
Cc1cc(=O)[nH]c(SCC(=O)N(CCC#N)c2ccccc2)c1C#N
 : 1.7	3%	-4	-1	-6%	13%	2%	0.0	-11%
O=C(Nc1ccc(Cl)cc1-c1nc2ccccc2s1)c1ccco1
 : 0.8	22%	-4	-17	20%	3%	10%	0.3	-24%
COc1cc(/C=N/N2CCN(c3ccccc3OC)CC2)ccc1O
 : -2.2	-6%	-3	-10	-5%	0%	-2%	0.2	-14%
CCOC(=O)CNC(=S)SC
 : 0.7	23%[57.1 µM]	-2	5	11%[57.1 µM]	-1%	2%	0.4	-10%
Cc1ccccc1Cn1c2ccccc2c2cnn(CC(=O)NCCCc3ccccc3)c(=O)c21
 : 0.5	8%	3	/	4%	-13%	12%	/	-12%
Cc1cc(C)n2nc(C(=O)N(C)c3c(N)n(Cc4ccccc4)c(=O)[nH]c3=O)nc2n1
 : 0.2	6%	3	/	-2%	0%	7%	/	-5%
CC(=O)c1ccc(N2CCN(CC3CCCCC3)CC2)cc1
 : -0.6	2%[57.1 µM]	-9	-3	7%[57.1 µM]	9%	-3%	0.5	-14%
COc1ccc(C)cc1N=Nc1ccc(O)c2ncccc12
 : 1.0	-3%	3	4	-8%	16%	-12%	-0.2	-17%
CCOC(=O)c1cnc(SC)nc1Sc1cc(Cl)ccc1Cl
 : -0.9	12%	-10	-42	-8%[57.1 µM]	3%	5%	-0.3	-15%
Cc1ccc(COC(=O)c2[nH]c3c(c2C)C(=O)CC(c2ccc(N(C)C)cc2)C3)cc1 (stereo not drawn)
 : 1.2	8%	-2	/	2%	0%	-3%	0.3	-4%
NC(=O)c1ccc(NC(=O)CCCc2nc(-c3ccccc3Cl)no2)cc1
 : 0.2	17%	-2	12	-5%	6%	4%	0.6	-16%
COc1ccc(S(=O)(=O)N2CCN(Cc3ccccc3[N+](=O)[O-])CC2)cc1
 : /	13%	/	/	-3%	6%	0%	/	-10%
Cc1cc(C)c2c(c1)OC(=O)CC2c1ccc2c(c1)OCO2 (stereo not drawn)
 : /	33%	/	/	1%	-6%	?	/	-28%

Following part
The line under a structure holds: TRHR ag	rTrxR1 inhibitor	TRHR enhancer	D2 antagonist	TrxR1 substrate	IDH1 R132H inh	Pin1 inh	D2 agonist	USP1-UAF1 inh
O=C(Oc1cccccc1=O)c1ccccc1
 : -2.4	5%	22	18	-1%	1%	1%	-1.6	-18%
O=S(=O)(Cc1ccc(Cl)cc1)NCC1CCCO1 (stereo not drawn)
 : 0.3	21%	18	-3	11%	1%	0%	-0.1	-15%
O=C1C(=O)N(c2ccccc2)C(c2ccccc2[N+](=O)[O-])/C1=C(\O)c1ccccc1 (stereo not drawn)
 : -0.6	5%[57.1 µM]	7	-11	4%[57.1 µM]	2%	-12%	-0.2	-8%
O=C(CSc1ncnc2scc(-c3ccccc3)c12)NCc1ccc2c(c1)OCO2
 : -0.1	24%	-9	/	6%	9%	42%[activator]	/	-21%
CCOC(=O)C1(Cc2ccccc2C(F)(F)F)CCN(C2CCCC2)CC1
 : 0.0	-11%	-2	7	-9%	-3%	-15%	-0.1	-14%
O=c1oc2ccccc2cc1-c1nc(-c2cccs2)cs1
 : 2.7	-24%	6	/	-4%	9%	?	/	265%[activator]
CC(C)(C)OC(=O)N1CCC[C@H]1c1nnc(SCc2c(F)cccc2Cl)o1
 : -1.8	11%[57.1 µM]	-6	7	9%	-2%	-2%	-0.9	-19%
Cc1cc(NC(=O)CSc2nc3ccccc3n2CCC#N)no1
 : 0.8	13%[57.1 µM]	5	-24	-3%[57.1 µM]	-6%	3%	0.1	-2%
CC(=O)NS(=O)(=O)c1ccc(NC(=O)c2cccc(S(=O)(=O)N3CCc4ccccc43)c2)cc1
 : 0.0	7%[57.1 µM]	5	-2	-8%	2%	-20%	0.5	-12%
Cc1ccc(NC(=O)CN2C(=O)N/C(=C\c3cccnc3)C2=O)cc1
 : -1.1	2%	2	6	-1%	-4%	6%	0.3	-5%
CCCN1CCN(CCCNC(=O)c2ccccc2NC(=O)C2=C(C)OCCS2)CC1
 : -3.0	2%	1	-8	-4%	-3%	-7%	3.3	-9%
COc1cccc(C(=O)N(C)c2nnc(-c3ccncc3)s2)c1
 : 0.1	-8%	9	-2	-5%	4%	71%[activator]	0.2	-27%
O=C(NCC1CCCO1)C(=O)N/N=C/c1ccc(O)c(Cl)c1 (stereo not drawn)
 : 0.4	-8%	-4	4	-16%	-1%	-12%	0.3	-12%
Cn1c(SCc2nc(-c3ccccc3)no2)nnc1-c1cccs1
 : -0.4	-5%[57.1 µM]	-5	/	0%[57.1 µM]	2%	2%	/	-9%
O=C1C(Cc2ccccc2)Nc2ncnc(N3CCN(c4ccccc4)CC3)c2N1Cc1ccccc1 (stereo not drawn)
 : -0.1	-7%[57.1 µM]	0	-11	1%[57.1 µM]	-6%	39%[activator]	0.6	-9%

Record cards (already shown). Order of values: TRHR ag	rTrxR1 inhibitor	TRHR enhancer	D2 antagonist	TrxR1 substrate	IDH1 R132H inh	Pin1 inh	D2 agonist	USP1-UAF1 inh
Entry for O=c1oc2ccccc2cc1-c1nc(-c2cccs2)cs1 : 2.7	-24%	6	/	-4%	9%	?	/	265%[activator]
Entry for O=C(Oc1cccccc1=O)c1ccccc1 : -2.4	5%	22	18	-1%	1%	1%	-1.6	-18%

(continued)
The line under a structure holds: TRHR ag	rTrxR1 inhibitor	TRHR enhancer	D2 antagonist	TrxR1 substrate	IDH1 R132H inh	Pin1 inh	D2 agonist	USP1-UAF1 inh
CN(C)S(=O)(=O)c1ccc(C(=O)NCCOc2ccccc2)cc1
 : 0.9	-14%	7	-7	-7%	5%	-6%	0.0	-8%
CC(C)Cc1cc(C(=O)N2CCC(N3CCC(C(=O)NC4CC4)CC3)CC2)n[nH]1
 : -0.4	14%[57.1 µM]	1	7	-2%	-2%	6%	1.0	-24%
O=C(CN1CCOCC1)N1CCN(c2ccc([N+](=O)[O-])cc2)CC1
 : 0.3	-6%[57.1 µM]	28	83*	1%[57.1 µM]	1%	7%	0.2	-12%
Cc1ccc(S(=O)(=O)Nc2ccc(-n3cnnn3)cc2)c(C)c1
 : 0.3	18%	7	-27	3%	2%	1%	0.0	-18%
C[C@@H]1CCC[C@]2(O[C@H](CCO)C[C@@H](O)[C@@H]2O)O1
 : /	9%	/	/	0%	-4%	-15%	/	6%
Cc1ccc2oc(-c3cc(NC(=O)c4oc5ccccc5c4C)ccc3Cl)nc2c1
 : 0.1	3%	-3	/	0%	24%	15%	0.5	-20%
CC1(C)CC(=O)C(C=NCc2ccc3c(c2)OCO3)=C(O)C1
 : -0.1	-12%	-4	6	-3%	4%	1%	-0.4	-11%
CCc1ccc(CCC(=O)Nc2nnc(C)s2)o1
 : -0.1	?	8	-10	10%	-2%	8%	-2.1	-10%
CC1CCCCC1NC(=O)CN1C(=O)CSc2cc(S(=O)(=O)N3CCCCCC3)ccc21 (stereo not drawn)
 : -0.1	3%	-14	/	-5%	-9%	8%	/	-4%
CC(C)(C)S(=O)(=O)c1nc2ccccc2s1
 : -0.1	-2%	7	-6	5%	7%	-15%	0.5	-15%
c1ccc(Cc2nn3c(-c4ccncc4)nnc3s2)cc1
 : 0.0	4%	3	8	6%	-3%	1%	1.3	-5%
Cc1cccc(NC(=O)c2sc3ncn(CC(=O)N4CCN(c5ccccn5)CC4)c(=O)c3c2C)c1
 : -0.7	12%	0	2	-6%	0%	15%	-0.6	-25%
CCc1nnc(NC(=O)CCC(=O)N2CCN(S(=O)(=O)c3cc(Cl)ccc3OC)CC2)s1
 : -0.6	8%	-7	0	2%	11%	-13%	-0.3	-18%

Source: PubChem
